# NCI-60 one-dose screen, 48 h, at 10 µM unless noted. Numbers give growth in % (100 = growth as untreated, 0 = no growth, -100 = all killed).
# SK-MEL-28: SK-MEL-28 melanoma. AID 1794761. 4.1% of 81,000 active
# SK-MEL-2: SK-MEL-2 melanoma | AID 1794763 | 4.7% of 77,000 active
# SK-MEL-5: SK-MEL-5 melanoma. AID 1794755. 6.4% of 80,000 active
# BT-549: BT-549 breast cancer | AID 1794793 | 4.4% of 78,000 active
# MDA-MB-435: MDA-MB-435 melanoma; AID 1794794; 7.8% of 82,000 active
# LOX IMVI: LOX IMVI melanoma; 7.4% of 79,000 active; AID 1794757
# HS 578T: HS 578T breast cancer; 4.1% of 78,000 active; AID 1794788
# T-47D: T-47D breast cancer. AID 1794792. 5% of 79,000 active
# Active calls of the source: *; / = not tested or not shown; & = joins results of further samples. Rule for the calls: active = growth percent below 10; inactive = the rest.
# Second line of a record – SK-MEL-28, SK-MEL-2, SK-MEL-5, BT-549, MDA-MB-435, LOX IMVI, HS 578T, T-47D
CCCCC1(COC(=O)CCC(=O)O)C(=O)N(c2ccccc2)N(c2ccccc2)C1=O
→ 158, 134, 107, 111, 95, 98, 102, 104
COc1ccccc1-n1c(Cc2cccc3ccccc23)nnc1SCC(=O)O
→ 108, 103, 106, 111, 106, 99, 95, 91
COC(=O)CNC(=O)[C@]12CCC(C)(C)C[C@H]1C1=CC[C@@H]3[C@@]4(C)Cc5c([nH]c6ccccc56)C(C)(C)[C@@H]4CC[C@@]3(C)[C@]1(C)CC2
→ 97, 77, 98, 102, 98, 94, 88, 57
O=C1Nc2nc(=O)nc3[nH]c(=O)nc(n23)N1
→ 103, 100, 108, 104, 101, 101, 110, 95
CCOc1cccc(N(CCN(C)C)C(=O)C(c2ccccc2)c2ccccc2)c1
→ 102, 90, 88, 94, 101, 90, 73, 93
c1ccc(Nc2nnc(Nc3ccccc3)s2)cc1
→ 102, 96, 99, 98, 94, 97, 118, 95
CCOC(=O)c1[nH]c(=O)c2c(=O)[nH]c(-c3ccccc3)cc2c1O
→ 102, /, 96, /, 99, 91, 93, 100
O=C(Cn1cc(CSc2nc3ccccc3o2)nn1)Nc1ccccc1O
→ 113, 109, 103, 86, 104, 85, 94, 94
NC(N)=N/N=C\c1ccc(O)c(O)c1
→ 108, 119, 113, 123, 102, 98, 104, 100
COc1ccc(S(N)(=O)=O)cc1
→ 103, 121, 95, 105, 98, 85, 101, 100
Brc1ccc(-c2csc(N/N=C/c3cccs3)n2)cc1
→ 108, 116, 95, 113, 100, 103, 98, 80
COc1ccc2c(c1)oc1c3[nH]c4ccccc4c3c3c(c21)C(=O)N(C(=O)OC(C)(C)C)C3=O
→ 98, 99, 75, 74, 80, /, 93, 43
Nc1nnc(C(=O)c2cnc3n(c2=O)CCCCC3)s1
→ 106, 112, 99, 108, 106, 89, 100, 98
Cc1cc(N(CCCNc2ccnc3cc(Cl)ccc23)Cc2ccco2)nc(N2CCN(C)CC2)n1
→ -75*, 71, -43*, 50, -5.1*, 0.7*, 68, 24
O=C(O)C(CCC(C(=O)O)c1ccccc1)c1ccccc1 (centres undefined)
→ 116, 118, 106, 124, 97, 106, 133, 109
N#Cc1c(-c2cccs2)cc(-c2ccncc2)[nH]c1=O
→ 103, 110, 103, 99, 105, 97, 99, 93
O=C(CCN1C(=O)/C(=C/c2ccc(Cl)cc2)SC1=S)NCCCN1CCOCC1
→ 100, 106, 98, 106, 99, 100, 91, 91
O=C(N1CCN(c2ccccc2)CC1)N1CCN(c2ccccc2)CC1
→ 113, 105, 99, /, 110, 84, 103, 87
O=[N+]([O-])c1ccc(N/N=C/c2ccc(O)cc2)nc1
→ 116, 99, 99, 103, 104, 95, 113, 99
O=C(CCC(=O)c1nc2ncccc2[nH]1)NN1C(=O)CSC1c1ccccc1Cl (centres undefined)
→ 110, 110, 101, 129, 104, 97, 96, 108
C#C[C@]1(O)CC[C@H]2[C@@H]3CC=C4c5sc(-c6ccc(Br)cc6)nc5CC[C@]4(C)[C@H]3CC[C@@]21C
→ 106, 117, 102, 99, 101, 91, 96, 111
Oc1ccc2ccccc2c1Sc1ccc2ccccc2c1
→ 109, 100, 98, 85, 98, 97, 92, /
CC(=O)Oc1ccccc1C(=O)[Se]CC(=O)Nc1cccc(C(F)(F)F)c1
→ -59*, -21*, -86*, -91*, -30*, /, /, 56
Cc1cc(=O)oc2cc(OC(=O)N(c3ccccc3)c3ccccc3)ccc12
→ 98, 107, 93, 111, 99, 97, 102, 94
Fc1cc(-c2ncc(-c3cc(F)c(F)c(F)c3)c(NC3CCCCCC3)n2)cc(F)c1F
→ 98, 111, 98, 103, 97, 102, 102, 102
O=C1NC(=O)C2(Cc3cccc4cccc2c34)N1 (centres undefined)
→ 110, 130, 107, 99, 114, 100, 94, 98
CC(=O)OCC1OC(OC(C)=O)C(NC(=O)NS(=O)(=O)c2ccc(CCNC(=O)c3ccc(Cl)cc3Cl)cc2)C(OC(C)=O)C1OC(C)=O (centres undefined)
→ 111, 104, 104, 109, 100, 95, 112, 110
CCC/C=C(\C)C(C)(C#N)C(=O)OCC (centres undefined)
→ 109, 105, 103, 116, 96, 100, /, 112
CC(=O)Nc1ccc2c(c1)Cc1cc(N3C(=O)C=CC3=O)ccc1-2
→ 103, 120, 99, 105, 97, 96, 107, 102
COc1cc(/C=N/NC(=O)C2CCC(=O)N2)ccc1O (centres undefined)
→ 113, 106, 113, 112, 104, 100, 102, 103
CCOC(=O)c1ccc(NC(=S)NC(=O)c2cccc(NC(=O)C(C)C)c2)cc1
→ 85, 93, 30, 41, 73, 33, 79, 24
CCc1ccc(C2=C(O)C(=O)C(c3ccccc3)=C(O)C2=O)cc1
→ 102, 107, 102, 88, 102, 103, 133, 98
NC(=O)c1cccc(-n2ccc3cc(NC(=O)c4cc(C(F)(F)F)cc(C(F)(F)F)c4)ccc32)n1
→ 98, 99, 90, 103, 89, 87, 70, 95
CCOC(=O)c1ccc2c(c1N1CCN(Cc3ccccc3)CC1)N(O)ON2
→ 109, 91, 97, 116, 105, 105, 99, 77
CCOC(=O)C1=C(c2ccccc2)N(C)C(=O)NC1c1ccc2c(c1)OCO2 (centres undefined)
→ 113, 103, 102, 113, 99, 101, 94, 99
CCOC(=O)CSC1=NC(c2cccc([N+](=O)[O-])c2)c2sc3ccc(Cl)cc3c2N1 (centres undefined)
→ 114, 106, 96, 112, 111, 100, 103, 78
CC12OC(CC(O)C1O)n1c3ccccc3c3c4c(c5c6ccccc6n2c5c31)C(=O)N(CCN1CCCC1)C4=O (centres undefined)
→ 63, 32, 29, 53, 30, -2.8*, 41, 22
COc1c2c(cc3c1C(C)=NC(C)C3)OCO2 (centres undefined)
→ 101, /, 104, 113, 102, 100, 105, /
O=C1/C(=C(/c2ccccc2)N2CCOCC2)Cc2ccccc21
→ -29*, 90, /, -7.7*, 13, -58*, 5.2*, -34*
O=C(C[n+]1ccccc1)c1ccc2ccccc2c1O
→ 113, 59, 101, 97, 116, 98, 103, 72
Cc1cccc(NC(=O)c2c(N)c3cc4c(nc3n2C)CCCC4)c1C
→ 91, 81, 83, 88, 54, 81, 85, 75
N#Cc1c(-c2cccc(Br)c2)n2c(nc1=O)SC(=O)C2
→ 110, 101, 105, 105, 105, 102, 119, 98
CCc1c(Cl)nc(N)nc1Nc1ccc(Br)cc1
→ 97, 110, 87, 109, 104, 96, 99, 76
Fc1ccc2c(c1)nc(-c1nc(-c3cnccn3)n[nH]1)c1cccn12
→ 106, 110, 99, 103, 101, 95, 107, 89
N#CC(CC(=O)c1ccc(Cl)cc1)c1ccccc1 (centres undefined)
→ 113, 102, 112, 106, 109, 101, /, 98
CCCCCCCCCCCCSC#N
→ 116, 103, 103, 96, 103, 101, 108, /
CC1=C2CC/C(C)=C/CC[C@]3(C)O[C@H]3CC/C(C)=C/[C@@H]2OC1=O
→ 102, 102, 96, 99, 101, 91, 103, 90
CC(C)(Sc1cc(C(C)(C)C)c(O)c(C(C)(C)C)c1)Sc1cc(C(C)(C)C)c(OC(=O)CCC(=O)O)c(C(C)(C)C)c1
→ 54, 23, 50, 55, 47, 56, 67, 31
O=C1C=C(O)C(c2ccccc2)=CC1=O
→ 110, 129, 102, 110, 113, 111, 107, 94
O=C(Nc1ccc(OS(=O)(=O)c2ccc(F)cc2)cc1)C1CCCCC1
→ 104, 88, 74, 81, 108, 86, 102, 92

# (further entries)
# Second line of a record – SK-MEL-28, SK-MEL-2, SK-MEL-5, BT-549, MDA-MB-435, LOX IMVI, HS 578T, T-47D
O=S(=O)(Nc1nc2ccc(C(F)(F)F)cc2s1)c1ccccc1
→ 109, 97, 89, 104, 102, 97, 97, 86
Cc1cc(C(N)=O)cc(C)c1C(=O)O
→ 106, 85, 99, 105, 106, 98, 90, 88
O=c1nc2s/c(=C\C=C\c3ccccc3)c(=O)n2c2nc(-c3ccccc3)c(-c3ccccc3)nc12
→ 106, 118, 100, 97, 103, 96, 108, 92
CCOC(=O)c1csc(NC(=O)COc2ccc(/C=C3\Oc4ccccc4C3=O)cc2)n1
→ 112, 95, 99, 88, 59, 78, 91, 97
NC(=O)CSc1nc2ccccc2c(=O)n1CCc1ccc(S(N)(=O)=O)cc1
→ 109, 108, 101, 110, 105, 100, 109, 97
Cc1ccc[n+](CC(=O)c2ccc(-c3ccccc3)cc2)c1
→ 104, 101, 98, 84, 101, 91, 98, 85
O=C(c1ccc(O)cc1)[C@@H]1[C@@H]2CCCN2[C@]2(C(=O)N(C(=O)c3ccc(F)cc3)c3ccccc32)[C@H]1c1ccc(F)cc1
→ 104, 104, 90, 103, 84, /, 90, 90
COc1ccc(/C=N/Nc2cc(=O)[nH]c3ccc(Cl)cc23)cc1
→ 87, 49, 38, 32, 43, 37, 92, 42
CCN(CC)CC(=O)Nc1cc(NC(=O)CN(CC)CC)c(C)c(NC(=O)CN(CC)CC)c1
→ 121, 94, 105, 109, 110, 102, 94, 131
COC(=O)[C@]12CC[C@@H](/C(C)=N/O)[C@@H]1[C@H]1CC[C@@H]3[C@@]4(C)CC/C(=N/O)C(C)(C)[C@@H]4CC[C@@]3(C)[C@]1(C)CC2
→ 95, 86, 83, 114, 82, 90, 89, 47

# One compound at a time, from the list above. Order of values: SK-MEL-28	SK-MEL-2	SK-MEL-5	BT-549	MDA-MB-435	LOX IMVI	HS 578T	T-47D
# `CCOC(=O)c1csc(NC(=O)COc2ccc(/C=C3\Oc4ccccc4C3=O)cc2)n1` across the screens: 112	95	99	88	59	78	91	97
# `CCN(CC)CC(=O)Nc1cc(NC(=O)CN(CC)CC)c(C)c(NC(=O)CN(CC)CC)c1` across the screens: 121	94	105	109	110	102	94	131
# `O=S(=O)(Nc1nc2ccc(C(F)(F)F)cc2s1)c1ccccc1` across the screens: 109	97	89	104	102	97	97	86

# (cont.)
Structure,SK-MEL-28,SK-MEL-2,SK-MEL-5,BT-549,MDA-MB-435,LOX IMVI,HS 578T,T-47D
O=C1C=C(c2ccccc2)C(c2ccccc2)C1O (centres undefined),102,112,103,100,105,96,97,98
Cc1ccc(C)n1-c1ccsc1C(=O)NNC(=O)C(Cl)(Cl)Cl,116,123,90,95,104,91,100,/
CCC(CC)(c1ccccc1)C(O)c1ccccc1 (centres undefined),110,99,104,100,110,90,105,89
O=C(Nc1cccc(-n2cc(-c3ccncc3)c(-c3ccc(O)c(Cl)c3)n2)c1)Nc1ccc(Cl)c(C(F)(F)F)c1,-13*,/,-36*,-13*,-62*,0.1*,-0.1*,-10.0*
Cc1nn(-c2ccccc2)c(N2CCCCC2)c1-c1nc2ccc([N+](=O)[O-])cc2[nH]1,91,104,94,105,87,81,/,74
O=C(c1ccccc1)C(CCc1ccccn1)CCc1ccccn1,106,96,100,106,108,96,121,92
CC(C)(C(=O)O)c1ccccc1,122&99,98&105,106&107,109&109,107&112,98&93,96&105,104&100
N#Cc1c(NC(=O)c2ccccc2)nn2c3c(cnc12)CCCC3,102,100,98,96,102,94,104,86
Cc1c(Cl)ccc2c1NC(=O)C21C2C(=O)N(c3ccccc3)C(=O)C2C2CN(C(=O)OCc3ccccc3)CCN21 (centres undefined),67,100,79,73,79,65,74,30
COc1ccc2cc(O)ccc2c1,107,126,103,105,101,103,109,108
CN(N=Nc1ccccc1C(=O)O)C1CCCCC1,111&102,103&111,107,110&148,105&112,94&101,112&111,93&100
CN1CCCC1c1cccnc1 (centres undefined),101,-0.6*,88,/,119,100,112,110
O=C(Nc1ccc2c(c1)OCCO2)C(=O)c1c[nH]c2ccc(F)cc12,101,120,99,/,97,102,111,/
COc1cccc(CC(=O)O)c1OC,120,117,99,109,123,100,/,116
Cc1nc(=O)c2c3ccc(O)cc3sc2n1Cc1ccccc1,105,105,98,101,98,93,95,93
Nc1nc(-c2cccc(Br)c2)cc(-c2cc3ccccc3oc2=O)n1,126,/,90,/,117,96,87,83
CCOC(=O)c1ccc2c(c1)ncn2-c1ccc(N)cc1,112,111,97,102,105,101,97,107
CN1C(=O)CNC(=O)[C@H](NC(=O)c2nc3ccccc3cc2O)CSSC[C@H]1C(=O)NCCCc1nc2ccccc2cc1O,62,-13*,35,76,44,-52*,91,78
CC(C)(C)Nc1nc2c(OCCc3ccccc3)cccn2c1-c1ccc(O)cc1,66,85,51,85,72,35,87,36
CC1=C(C)CC2C(=O)OC(=O)C2C1 (centres undefined),109,98,97,115,112,104,98,106
CCN1CCN(c2ccc3c4c(cccc24)C(=O)N(NCC(O)COc2ccc4c(C)cc(=O)oc4c2)C3=O)CC1 (centres undefined),28,97,99,112,81,75,85,90
CC(=O)NS(=O)(=O)c1ccc(NCCc2c(C)nc3scc(-c4ccc(Cl)cc4)n3c2=O)cc1,114,100,101,107,104,94,113,83
O=C1C(Cl)C(c2ccc(Cl)cc2)N1n1cnnc1 (centres undefined),99,97,102,87,103,100,95,/
Cc1cc(O)c(C2=NN(c3ccc(S(N)(=O)=O)cc3)C(c3ccc(Cl)cc3)C2)c(C)c1Cl (centres undefined),76,/,82,112,39,52,71,47
CCOC(=O)c1c(-c2ccccc2)c[nH]c1C,115,94,98,103,101,100,96,98
O=C1C(=Nc2cccc(Cl)c2)CC(c2ccc(Cl)cc2)N1c1ccc(Cl)cc1 (centres undefined),126,110,93,114,104,96,116,88
COC(=O)C1Sc2ccc3nsnc3c2NC1=O (centres undefined),85,115,105,96,103,93,97,85
CN(C)c1ccc(/C=C/C#N)cc1,103,121,97,119,96,98,/,118
COc1cc[n+]([O-])cc1,112,102,106,/,110,101,133,113
NC(N)=N/N=C/c1cccc2ccccc12,104,96,89,64,70,81,79,82
